# D1 PAM: human D1 dopamine receptor positive modulation | P21728 | HEK293 TREx D1 cells, calcium flux, dopamine EC20 potentiation | potentiation, % at 10 µM | actives 0.036% (n = 360,000) | AID 504651; in the data active means potentiation above about 30%; further: 0% is about no effect
# D2 PAM: D2 dopamine receptor (human) potentiation; P14416; HEK293 T-REx D2, calcium flux, EC20 dopamine potentiation; potentiation, % at 10 µM; actives 0.34% (n = 340,000);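 active means potentiation over 3 SD above the plate norm, cut at about 30% in these data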; further: 0% is about no effect
# Target sequence (P14416 whole entry, looked up): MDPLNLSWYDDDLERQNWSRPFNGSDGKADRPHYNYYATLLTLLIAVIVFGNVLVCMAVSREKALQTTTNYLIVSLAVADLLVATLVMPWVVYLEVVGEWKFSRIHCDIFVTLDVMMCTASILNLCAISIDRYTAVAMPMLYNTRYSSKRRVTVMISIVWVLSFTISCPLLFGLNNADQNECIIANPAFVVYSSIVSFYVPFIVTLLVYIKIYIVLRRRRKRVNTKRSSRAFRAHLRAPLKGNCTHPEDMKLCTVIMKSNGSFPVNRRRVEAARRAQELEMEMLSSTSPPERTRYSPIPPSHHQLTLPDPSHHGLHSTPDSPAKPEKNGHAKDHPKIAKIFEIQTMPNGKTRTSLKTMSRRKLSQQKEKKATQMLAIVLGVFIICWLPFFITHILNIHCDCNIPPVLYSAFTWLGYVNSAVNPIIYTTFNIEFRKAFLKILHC
#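 Tetracycline-induced HEK293 T-REx cells force-coupled to calcium signalling expressed D2; compounds were pin-added after a 10 s baseline, read kinetically 180 s, then an EC20 dopamine challenge followed with a further 180 s calcium read.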
# LDHA inh: LDHA (human) enzyme inhibition; P00338; purified LDHA, NADH/diaphorase-resazurin fluorescence; hits give low values; activity change, % (values are at about 110 or 230 µM); actives 0.15% (n = 480,000); in the data active means activity change below about -30%; inconclusive means mostly about -25% to -30%;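 further: plate controls were DMSO wells for no effect and wells without enzyme for full effect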
#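 LDH5 2 nM; NADH 0.06 mM, pyruvate 0.2 mM; 200 mM Tris pH 7.4, EDTA, Tween-20; 5 min RT. Detection: diaphorase 0.133 mg/mL + resazurin 37 µM, fluorescence ex540/em590 at 0 and 20 min; normalized to enzyme-free and DMSO wells.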
# GRP78 ERSR act: ER stress response induction in glioma | Potency, µM, for inactives: at the highest dose activation, usual class: activators | U87-MG GRP78 promoter luciferase reporter, 16 h | actives 0.02% (n = 420,000); further: potency means the concentration at half of the fitted maximal effect; series mostly up to about 76 µM; % of control where 0% means no effect; nearly all actives have a fitted effect of over 35% in size
#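 Stably transfected U87-MG human glioma cells carrying a GRP78-based luminescent sensor were seeded at 1000 cells/well, pin-dosed with compounds and incubated 16 h. Luciferase reagent was then added, and end-point luminescence was read after 10 min at room temperature.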
# RXFP1 agonist: agonists of human relaxin receptor RXFP1 | Q9HBX9 | actives 0.3% (n = 370,000) | AID 2676 | Potency, µM (highest dose often 57.5 µM), without a hit: top-dose activation, usual class: activators | HEK293T-RXFP1 cAMP TR-FRET, 30 min; response scale: percent of porcine relaxin response, buffer zero; further: potency means the concentration at half of the fitted maximal effect; on the % scale 0 is the no-effect control and ±100 the full control effect; nearly all actives have a fitted effect of over 60% in size; many of its hits are not listed in these tables
#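 Agonist response is measured as cAMP accumulation in an RXFP1-transfected HEK293T line under PDE4 inhibition. Values are scaled between buffer-only and 29 nM porcine relaxin, and EC50s come from standard Hill equation fits.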
# D1 ag: agonists of human D1 dopamine receptor; P21728; HEK293 T-REx D1 cells, calcium flux, agonist mode; activation, % at 2 µM; actives 1% (n = 360,000); AID 504660; in the data active means activation above about 30%; further: 0% is about no effect
#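 Inducible HEK293 T-REx D1 cells, force-coupled to calcium signalling, were plated at 4000 cells/well with tetracycline and held overnight at 30 C. After no-wash calcium dye loading, compound-evoked calcium rise over 180 s flagged agonists.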
# D1 antagonist: human D1 dopamine receptor antagonism. HEK293 TREx D1 cells, calcium flux, dopamine EC80; hits give low values. actives 3.2% (n = 360,000). activity change, negative = inhibition, % at 10 µM; in the data active means activity change below about -30%; further: on the % scale 0 is the no-effect control and ±100 the full control effect
#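 Tetracycline-induced HEK293 T-REx cells with force-coupled D1 receptor were loaded with a no-wash calcium dye. Compound was added after a 10 s baseline and read kinetically for 180 s; EC80 dopamine was then added and calcium flux followed another 180 s.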
# Vif-A3G inh: inhibitors of Vif-APOBEC3G interaction; HeLa A3G-eYFP + Vif (tagged APOBEC3G with the HIV-1 protein that degrades it), YFP fluorescence, overnight; Potency, µM (top dose mostly 46.1 µM), for the others: at the highest dose activity, negative = active, actives largely listed as inhibitors; actives 0.076% (n = 410,000); AID 602310;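 further: potency means the concentration at half of the fitted maximal effect; on the % scale 0 is the no-effect control and ±100 the full control effect; nearly all actives have a fitted effect of over 60% in size; hits raise eYFP signal because A3G escapes Vif-driven loss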
# Target sequence (Q9HC16 whole entry, looked up): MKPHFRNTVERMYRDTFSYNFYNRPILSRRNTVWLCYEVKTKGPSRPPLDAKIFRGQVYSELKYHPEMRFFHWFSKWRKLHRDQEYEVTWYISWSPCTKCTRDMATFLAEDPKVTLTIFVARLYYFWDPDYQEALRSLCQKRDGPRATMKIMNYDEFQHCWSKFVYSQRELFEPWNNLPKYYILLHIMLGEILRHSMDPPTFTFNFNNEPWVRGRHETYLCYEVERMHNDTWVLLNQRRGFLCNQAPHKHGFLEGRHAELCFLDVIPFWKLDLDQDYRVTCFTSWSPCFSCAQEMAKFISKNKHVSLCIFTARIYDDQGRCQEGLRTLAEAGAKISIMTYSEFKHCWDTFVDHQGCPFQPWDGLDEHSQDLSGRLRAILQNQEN
#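 HeLa cells stably expressing Vif and C-terminally eYFP-tagged A3G, seeded overnight at 37 deg C, then exposed to compound by pintool overnight at 37 deg C. Rise in yellow fluorescence (Ex 488/Em 500-530, Acumen) marks blocked Vif-driven A3G degradation.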
# Vif-A3F inh: Vif-A3F binding inhibition. HeLa A3F-eYFP + Vif (tagged APOBEC3F with the HIV-1 protein that degrades it), YFP fluorescence increase. Potency, µM (series often up to 46.1 µM), without a hit: at the top dose activity, negative = active. actives 0.2% (n = 390,000). AID 602313; further: potency means the concentration at half of the fitted maximal effect; % of control where 0% means no effect; nearly all actives have a fitted effect of over 65% in size
#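 HeLa cells stably expressing Vif plus C-terminally eYFP-tagged A3F were seeded, incubated overnight at 37 deg C, dosed with compound, incubated overnight again at 37 deg C. Yellow fluorescence (Ex 488/Em 500-530) reported blocked Vif-mediated A3F-eYFP degradation.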
# Active calls of the source: *; u = inconclusive; x = not tested or not shown; & = joins results of further samples. Unless noted, the call rests on the fitted dose curve; in most records, active means well fitted curve in the direction sought with a large enough effect; inconclusive means small, poorly fitted or top-dose-only effect, or another doubt; inactive means no such curve, though single readings can be large; an effect the other way counts as inactive or inconclusive. A portion of the library; the hit share may differ from the screen's.
SMILES,D1 PAM,D2 PAM,LDHA inh,GRP78 ERSR act,RXFP1 agonist,D1 ag,D1 antagonist,Vif-A3G inh,Vif-A3F inh
CNC(=S)N1CCn2cccc2C1c1cccnc1 (stereo not drawn),2.5,1.8,8.2,-4.3%,2.5%,3.4,-32.7*,-9.3%,0.8%
COc1ccc(C=C2C(=O)N(C)C(=O)N(C)C2=O)cc1COc1ccc(NC(C)=O)cc1,-8.3,1.9,-7.8,-4.4%,0.2%,4.0,-21.2,-5.0%,0.6%
COc1ccccc1NC(=O)c1cn(CCC#N)nc1-c1cccc(Cl)c1,-0.8,-4.1,-0.5,-4.7%,2.8%,-0.3,18.0,-0.7%,-11.1%
c1ccc(CNCCc2c[nH]c3ccccc23)cc1,-2.4,-31.1,-2.5,0.2%,0.4%,10.3,-5.5,-0.2%,-8.2%
COc1cccc(C(=O)C2CCCN(Cc3cccc(C)n3)C2)c1 (stereo not drawn),2.4,0.4,-2.9,-3.0%,-1.7%,-0.5,11.2,1.8%,u
CCN(CC)P(=O)(Oc1cccc(C)c1)N(CC)CC,0.3,-8.9,-1.8,-5.8%,1.7%,3.8,4.9,1.0%,4.0%
c1ccc(CCN2CCC(N3CCN(c4ccccc4)CC3)CC2)cc1,-4.8,-20.8,2.8,-0.9%,0.0%,0.7,1.1,-0.1%,-4.5%
CCC(C)N1CCN(C(=O)Cc2ccccc2)CC1 (stereo not drawn),-3.0,-1.9,-15.1,-5.7%,0.2%,-0.2,2.0,2.4%,4.7%
CCCCC(=O)C1C(=O)NC(=O)NC1=O,-5.5,-10.6,4.1,-3.6%,-3.8%,3.7,-0.7,0.2%,-4.0%
COC(=O)C1=C(c2ccccc2OCc2ccccc2)C[C@@H]2CC[C@H]1N2C(=O)NCCN1CCOCC1,1.9,-13.1,-0.4,-3.7%,1.3%,-1.9,11.0,1.2%,-1.5%
O=[N+]([O-])c1ccc(N2CCCC(C(F)(F)F)C2)c2ccncc12 (stereo not drawn),-0.1,-8.2,27.7,7.6%,4.2%,5.5,-20.6,1.0%,5.5%
CN1CCCC(C(=O)c2ccc(Cl)cc2)C1 (stereo not drawn),0.7,x,0.7,-4.3%,-0.5%,3.2,-18.0,1.7%,-1.3%
COc1ccc2c(c1)[C@@]13CCC=C[C@H]1[C@@H](C2)NCC3,-7.2,x,-4.5,-5.1%,1.0%,3.8,-17.5,-0.4%,-2.3%
CCC(CO)Nc1ccc([N+](=O)[O-])c2cccnc12 (stereo not drawn),-3.9,-4.0,-4.4,-2.0%,-0.3%,0.3,11.3,0.6%,14.1%
O=c1c2ccccc2nc(/C=C/c2ccc(O)cc2)n1-c1cccc(O)c1,2.3,3.7,-6.0,-3.3%,0.6%,8.9,-18.1,u,u
CCOP(=S)(OCC)Oc1ccc2c(C)c(Cl)c(=O)oc2c1,x,x,-2.9,-1.9%&-1.2%,x,x,x,-17.0%,u
O=C1NC(=O)C(=Cc2cc(Cl)ccc2OCc2ccc(C(=O)O)cc2)C(=O)N1,-4.3,-6.1,-89.9*,1.2%,0.0%,1.8,8.8,-1.3%,-0.5%
CCCC/C(=N/O)c1c(C)[nH]c2ccccc12,0.8,-2.2,-8.2,-2.2%,2.7%,0.6,-5.0,-0.1%,-1.3%
CCOc1cc2c(cc1OCC)-n1cccc1C(c1cccc([N+](=O)[O-])c1)NC2 (stereo not drawn),-3.0,-7.4,-2.1,-6.3%,2.9%,3.1,-8.9,-1.2%,0.4%
CCOC(=O)c1ccc(Nc2nc(C)cc(C)n2)cc1,0.7&-0.9,0.7&1.8,1.1&-12.1,-1.8%&-2.0%,2.4%&15.0%,4.6&-0.5,-11.6&0.4,-1.3%&4.3%,u

# Part of the list above in another layout.
SMILES	D1 PAM	D2 PAM	LDHA inh	GRP78 ERSR act	RXFP1 agonist	D1 ag	D1 antagonist	Vif-A3G inh	Vif-A3F inh
CCCCC(=O)C1C(=O)NC(=O)NC1=O	-5.5	-10.6	4.1	-3.6%	-3.8%	3.7	-0.7	0.2%	-4.0%
O=[N+]([O-])c1ccc(N2CCCC(C(F)(F)F)C2)c2ccncc12 (stereo not drawn)	-0.1	-8.2	27.7	7.6%	4.2%	5.5	-20.6	1.0%	5.5%

# (more compounds)
SMILES,D1 PAM,D2 PAM,LDHA inh,GRP78 ERSR act,RXFP1 agonist,D1 ag,D1 antagonist,Vif-A3G inh,Vif-A3F inh
CC(=O)N(C1=NCCCS1)c1ccccc1F,-2.5,8.0,2.5,-0.9%,1.5%,4.2,0.8,-0.9%,6.3%
CCc1ccc(NC2=NCCCS2)cc1,-2.7,9.6,-4.5,-1.6%,4.2%,1.2,-14.0,0.5%,8.1%
CC(C)c1ccc(-n2c(O)c(C=NC(CCS(C)=O)C(=O)O)c(=O)[nH]c2=S)cc1 (stereo not drawn),-7.1,-1.3,-8.4,5.5%,2.9%,0.8,0.0,-0.7%,-5.1%
Cn1c(O)c(C=NC2CCN(Cc3ccccc3)CC2)c(=O)[nH]c1=O,-3.7,-14.1,-7.5,-3.3%,6.7%,0.3,-4.6,2.5%,1.9%
C[C@]12CCC3C(CC[C@H]4C[C@@H](O)CC[C@]34C)C1CC[C@@H]2N (stereo partly drawn),x,x,-8.2,-3.5%,x,x,x,5.2%,-0.7%
CCCC[N+]1(C)[C@@H]2CC(OC(=O)[C@H](CO)c3ccccc3)C[C@H]1[C@@H]1O[C@@H]12 (stereo partly drawn),-2.5,-7.9,-3.8,-2.7%,-1.6%,-1.0,5.0,-2.0%,-3.9%
Cc1ccc2c(c1)NP(=S)(Oc1ccccc1)N2 (stereo not drawn),x,x,2.0,0.9%,x,x,x,-3.4%,-1.4%
O=c1[nH]c(=S)n(Cc2ccc(F)cc2)c(O)c1C=NCC1CCCO1 (stereo not drawn),-1.2,3.0,0.0,-2.4%,-0.4%,0.0,4.1,-4.7%,-11.0%
O=C(O)c1ccccc1N=Nc1c(O)[nH]c(=O)[nH]c1=O,-0.1,5.2,-3.9,1.9%,2.3%,1.2,-7.6,0.8%,0.4%
COc1ccc(/C=C2/C(=O)NC(=O)N(c3ccc(C)c(C)c3)C2=O)cc1CN1C(=O)c2ccccc2C1=O,-3.2,-4.0,-16.3,-0.7%,11.9%,1.9,9.9,-22.5%,-12.1%
N[C@@H](Cn1oc(=O)[nH]c1=O)C(=O)O,x,x,-6.9,-4.8%&-2.2%&-5.0%&-2.2%,x,x,x,3.1%,3.0%
Cc1oc(-c2ccc(Cl)cc2)nc1CS(=O)CC(=O)N1CCC2(CC1)OCCO2 (stereo not drawn),1.6,5.4,-6.6,-1.0%,0.5%,0.1,5.9,5.0%,-0.1%
O=P(O)(Oc1ccccc1)c1ccccc1,x,x,-9.4,-7.4%,x,x,x,-0.2%,-1.1%
CCOc1cc(C=C2C(=O)NC(=O)NC2=O)ccc1OS(=O)(=O)c1ccccc1,6.7,6.4,-22.0,0.1%,-0.6%,1.7,13.1,0.0%,-0.8%
COC(=O)CC1(CC(=O)OC)C(=O)NC(=O)NC1=O,0.2,-4.1,-14.0,-0.5%,0.0%,2.3,-2.5,0.8%,-9.2%
C[C@]12CCC3[C@@H](CC[C@H]4C[C@@H](O)CC[C@]34C)C1CCC2=O (stereo partly drawn),-1.1,-10.9,-11.0,-4.3%,-0.1%,1.9,-34.6*,0.9%,-10.3%
Nc1cc(C(=O)Nc2ccccc2F)ccc1N1CC2CC(C1)c1cccc(=O)n1C2 (stereo not drawn),x,x,-3.8,-2.7%,x,x,x,-19.8%,-4.8%
CC(=NCCc1ccccc1)c1c(O)n(C)c(=O)n(C)c1=O,1.5,-3.3,-6.2,-8.2%,5.2%,3.3,-21.3,-4.5%,u
COC(=O)C1=C(c2ccccc2OCc2ccccc2)C[C@@H]2CC[C@H]1N2C(=O)NCc1ccccc1,0.4,-2.5,-17.1,-0.7%,-1.8%,0.7,x,-5.9%,-0.4%
CCSc1nnc([C@@H](N)Cc2c[nH]c3ccccc23)o1,-4.7,-7.7,4.2&-6.8,-2.5%,-0.6%,3.8,-6.7,1.4%,-7.4%
CCOc1ccc(-n2c(O)c(/C=C3\C=Nc4ccccc43)c(=O)[nH]c2=O)cc1,1.6,9.4,-0.4,-0.8%,-3.4%,32.2*,-5.4,1.3%,u
Cc1c(NP(=O)(C(C)(C)C)C(C)(C)C)c(=O)n(-c2ccccc2)n1C,1.3,0.1,-9.1,-3.9%,5.7%,0.2,4.5,-8.7%,-3.2%
O=C(NC1CN2CCC1CC2)c1cc(Cl)c([N+](=O)[O-])c2nc[nH]c12 (stereo not drawn),-6.0,6.0,-2.6,-5.9%,2.3%,2.4,7.0,-0.3%,4.1%
C[N+]1(C)C2CCC1CC(OC(=O)c1c[nH]c3ccccc13)C2 (stereo not drawn),0.0,-4.2,-9.8,-5.4%&-4.4%&-3.6%,0.5%,-2.3,16.7,1.4%,-1.6%
O=c1[nH]c(O)c(N=Nc2cc([N+](=O)[O-])ccc2O)c(=O)[nH]1,-4.2,10.4,27.6,-4.0%,-0.4%,5.2,-22.4,-1.4%,-26.5%
CC(C)[N+](C)(CCC(C(N)=O)(c1ccccc1)c1ccccc1)C(C)C,2.4,5.2,-5.0,2.9%&-4.4%&-1.8%,-1.2%,-0.9,-6.5,5.8%,-0.3%
CC(C)N1CCN(Cc2cccc([N+](=O)[O-])c2)CC1,-1.1,x,-17.8,-3.5%,1.0%,2.9,5.0,1.5%,-9.3%
COC(=O)C1=C(c2ccc(OCc3ccccc3)c(F)c2)C[C@@H]2CC[C@H]1N2C,x,x,-2.6,-3.9%,x,x,x,4.4%,-5.7%
COc1ccc(CCNC2CCCCC2)cc1OC,-0.5,2.6,-13.0,-1.1%,3.5%,2.1,-1.3,-0.2%,3.6%
O=C(c1cccn2c(=O)c3cc(Cl)ccc3nc12)N1CCC2(CC1)OCCO2,-1.1,14.9,-9.3,-0.5%,10.8%,0.7,2.6,1.4%,-28.9%
CC1CCC[C@H](O)CCCCCc2cc(O)cc(O)c2C(=O)O1 (stereo partly drawn),-2.5&1.9,4.5&-9.2,-10.7,-2.9%,-0.2%&1.4%,6.6&9.3,9.2&28.3,-4.6%,-4.1%

# Screening results: PubChem BioAssay, National Center for Advancing Translational Sciences (NCATS)
